Source: PubChem BioAssay (Sanford-Burnham Center for Chemical Genomics)
Mac1 fbg inh: inhibitors of CD11b/CD18 adhesion to fibrinogen, primary screen, K562 cells, luminescence | ATPlite luminescence; Mn2+ added to activate the integrin | inhibition, % at 10 µM | hit rate 0.54% among 93,000 | AID 1497, 2009;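 active = primary inhibition of 50% or more at 10 µM, then 40% or more on retest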; also: some results filed as inactive read as strong as hits
PLAP activator: PLAP enzyme activators, biochemical, luminescence, HTS. purified PLAP enzyme, luminescent substrate read-out; hits give high values. Alkaline phosphatase, placental type (Homo sapiens), P05187. hit rate 1.2% among 96,000. activation fold at 20 µM. AID 696, 2007; in the data active = activation fold above about 2
Target sequence (P05187 whole entry, looked up): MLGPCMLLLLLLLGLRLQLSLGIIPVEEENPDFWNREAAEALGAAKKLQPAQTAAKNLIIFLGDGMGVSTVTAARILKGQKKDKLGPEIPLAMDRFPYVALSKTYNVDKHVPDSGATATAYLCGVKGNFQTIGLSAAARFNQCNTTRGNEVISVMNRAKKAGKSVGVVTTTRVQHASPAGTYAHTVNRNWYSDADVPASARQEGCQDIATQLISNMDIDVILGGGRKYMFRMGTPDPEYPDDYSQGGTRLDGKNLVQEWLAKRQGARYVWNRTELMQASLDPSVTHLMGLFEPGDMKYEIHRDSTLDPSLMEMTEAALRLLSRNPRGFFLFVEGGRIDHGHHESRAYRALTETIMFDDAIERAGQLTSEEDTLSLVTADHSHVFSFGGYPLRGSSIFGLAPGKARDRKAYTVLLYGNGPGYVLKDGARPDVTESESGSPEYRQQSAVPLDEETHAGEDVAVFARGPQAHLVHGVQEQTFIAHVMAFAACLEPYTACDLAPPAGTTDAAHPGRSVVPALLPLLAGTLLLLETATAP
* marks the source's active call; other numbers are inactive results. These rows are one share of the data; rates above refer to the full screens.

| SMILES | Mac1 fbg inh | PLAP activator |
| --- | --- | --- |
| CCC1CCCCN1Cc1nc2c(c(=O)n(C)c(=O)n2C)n1CC(C)C (centres undefined) | 3.3 | 1.3 |
| Nc1nc(NC(=O)c2ccco2)nn1-c1ccccc1 | -8.0 | 1.3 |
| CCOC(=O)c1cnn(-c2nc3sc4c(c3c(=O)[nH]2)CCCC4)c1N | 6.5 | 1.3 |
| CCOc1ccc(N2CCn3c2nc2c3c(=O)n(CCc3ccccc3)c(=O)n2C)cc1 | -6.7 | 1.2 |
| COc1ccc(NC(=O)Cn2c(C)cc(=O)c3cccc(OC)c32)cc1 | -2.0 | 1.2 |
| CCc1ccc(C2CC(c3cccc(OC)c3)n3nc(N)nc3N2)cc1 (centres undefined) | -51.1 | 1.4 |
| N#Cc1cc2c(=O)n3ccccc3nc2n(CCN2CCOCC2)c1=O | -4.2 | 0.9 |
| COC(=O)c1cccc(NC(=O)C2COc3ccccc3O2)c1C (centres undefined) | -3.1 | 0.9 |
| Cc1ccc(CNC(=O)c2cc3c(=O)n4cccc(C)c4nc3n(CC3CCCO3)c2=N)cc1 (centres undefined) | 0.3 | 1.4 |
| COC(=O)c1[nH]c(C)c(/C(O)=C2\C(=O)C(=O)N(CCN(C)C)C2c2ccc(OC)cc2)c1C (centres undefined) | 5.3 | 1.3 |
| Cc1nc(N2CCN(C(=O)c3ccco3)CC2)c2oc3ccccc3c2n1 | 10.7 | 1.5 |
| CCc1nnc(NC(=O)c2c(O)c3cccc4c3n(c2=O)CC4)s1 | 3.9 | 1 |
| O=C(O)c1cc(-c2ccc3c(c2)OCO3)nc2ccccc12 | 3.2 | 1 |
| NC(=O)COC(=O)C(Cc1ccccc1)NS(=O)(=O)c1ccccc1F (centres undefined) | 7.0 | 1 |
| CCn1cc(C(=O)Nc2cccc(C(=O)OC)c2)c(=O)c2ccc(C)nc21 | 9.1 | 1.1 |
| O=C(CN1C(=O)C2CC=CCC2C1=O)Nc1nccs1 (centres undefined) | -9.9 | 1.2 |
| Cc1ccc(F)c(NC=C2C(=O)OC(C)(C)OC2=O)c1 | -6.2 | 1.1 |
| COc1ccc(Cl)cc1NC(=O)c1cnc2n(c1=O)CCS2 | -53.7 | 0.9 |
| COC(=O)c1cccc(NC(=O)Cn2cnc3c2c(=O)n(C)c(=O)n3C)c1 | 0.4 | 1 |
| CCc1nc2c(sc3nc(N4CCOCC4)c4c(c32)CC(C)(C)OC4)c(=O)o1 | -12.3 | 1.1 |
| CCCc1nc2oc3c(N4CCNCC4)ncnc3c2c2c1CCCC2 | -9.3 | 1.3 |
| CCN(CC)C(=O)COc1cccc2ccccc12 | -15.3 | 1.2 |
| CCOC(=O)c1sc(NC(=O)c2cc3c(C)nn(-c4ccccc4)c3s2)nc1C | -5.1 | 1.1 |
| c1cc(-c2nc3cc(Cc4ccc5oc(-c6ccncc6)nc5c4)ccc3o2)ccn1 | -8.7 | 1.1 |
| N#CCc1ccc(NS(=O)(=O)c2cccs2)cc1 | -9.8 | 1.1 |
| O=C(c1cccs1)N1CCN(Cc2cccnc2)CC1 | 4.8 | 1 |
| COc1cc(-c2nc(-c3ccc(C)nc3OC)no2)cc(OC)c1OC | -6.1 | 1 |
| Cn1c(=O)c2c(nc(SCCOc3ccc4ccc(=O)oc4c3)n2C)n(C)c1=O | -13.8 | 1.1 |
| Cc1ccc(-c2nsc3c(N4CCN(C(=O)c5ccco5)CC4)ncnc23)cc1 | -4.2 | 1.4 |
| CCCc1nnc(NC(=O)c2c(O)c3c([nH]c2=O)CCCC3)s1 | 3.7 | 1.7 |
| CC12CN3CC(C)(CN(C1)C3c1cc3ccccc3[nH]1)C2=O (centres undefined) | 7.1 | 0.9 |
| Cc1ccc(C2C(C#N)=C(N)Oc3c2oc(CO)cc3=O)o1 (centres undefined) | 5.3 | 0.9 |
| Cc1c(C(=O)Nc2nnc(C(F)(F)F)s2)oc2ccccc12 | 61.5 | 1.2 |
| COc1ccccc1C(=O)NCCc1nc2ccccc2n1C | -11.7 | 1.1 |
| CCN(CC)S(=O)(=O)c1ccc(Cl)c(C(=O)Nc2nnc(C)s2)c1 | -14.2 | 1.3 |
| Cc1cc(C)nc(-n2nc(C)cc2NC(=O)c2ccc3c(c2)OCO3)n1 | -15.8 | 0.9 |
| Cc1ccccc1-n1nc(C)c2cc(C(=O)N3CCN(S(=O)(=O)c4ccccc4)CC3)sc21 | 17.3 | 1.2 |
| Cc1ccc2nc(Nc3ncc4c(n3)CCCC4=O)nc(C)c2c1 | 9.8 | 1 |
| COCCn1c(SCC(=O)OCc2ccccc2)nc2c1c(=O)[nH]c(=O)n2C | -43.0 | 1.1 |
| CCCn1c(=O)c(C(=O)Nc2nnc(CC)s2)c(O)c2ccccc21 | 15.2 | 1 |
| Nc1ncnc2nc(SCCc3ccccc3)[nH]c12 | -16.0 | 2* |
| COc1ccc(CCn2c(-c3ccco3)nc3nc4ccccc4nc32)cc1OC | 10.3 | 1.7 |
| CCn1c(SCC(=O)Nc2ccc(OCc3ccccc3)cc2)nnc1-c1ccco1 | 11.4 | 0.9 |
| COC(=O)c1[nH]c2cc(OC)c(OC)cc2c1NC(=O)CN1CCN(Cc2ccccc2)CC1 | 0.5 | 1.6 |
| O=C(COc1ccccc1)Nc1cccc(-c2nnc(-c3ccccc3)o2)c1 | 7.2 | 1.1 |
| c1ccc(CCn2nnnc2C(c2cccs2)N2CCOCC2)cc1 (centres undefined) | -1.5 | 1.1 |
| CCN1C(=S)SC(=O)C1=C1C=C(C)N(CCOC)C(C)=C1 | -2.1 | 0.8 |
| c1ccn2c(SCc3ccc4c(c3)OCCO4)nnc2c1 | -20.1 | 1 |
| Cc1ccc(OCc2nnc(SCC(=O)NC3CCCCC3)n2C)cc1 | -12.3 | 1.5 |
| COc1cccc(C(N)CC(=O)O)c1 (centres undefined) | -10.3 | 0.9 |
| COc1cccc(OC)c1-c1nn2c(-c3ccco3)nnc2s1 | -2.1 | 1.1 |
| Cn1c(=O)c2c(nc(SCc3cc4c(cc3Cl)OCO4)n2C)n(C)c1=O | 0.1 | 1 |
| COc1ccc(CCNC(=O)c2cc3c(=O)n4cccc(C)c4nc3n(Cc3ccncc3)c2=N)cc1 | -20.1 | 1.6 |
| c1ccc2c(c1)nc1n2C2(N3CCOCC3)CCCC2C1N1CCOCC1 (centres undefined) | 5.1 | 1.5 |
| COC(=O)c1ccc(CSc2nnc3n(Cc4ccccc4OC)c(=O)c4ccccc4n23)o1 | 5.3 | 1.6 |
| Cn1c(=O)c2c(nc(NCc3ccco3)n2C/C=C/c2ccccc2)n(C)c1=O | -0.4 | 1 |
| CN(C)c1ccc(-c2ccncc2)cc1 | -4.6 | 0.9 |
| Cc1ccc(C2CC(=O)c3cnc(N4CC(C)CC(C)C4)nc3C2)cc1 (centres undefined) | -6.2 | 1.1 |
| Cc1cccn2c(=O)c3cc(C(=O)NCc4cccnc4)c(=N)n(C)c3nc12 | 7.2 | 1.1 |
| CC1CCc2c(nc3ncnn3c2N2CCN(c3ccccc3F)CC2)C1 (centres undefined) | -4.2 | 1 |

Retrieved by structure from above:
| SMILES | Mac1 fbg inh | PLAP activator |
| --- | --- | --- |
| COC(=O)c1ccc(CSc2nnc3n(Cc4ccccc4OC)c(=O)c4ccccc4n23)o1 | 5.3 | 1.6 |
| COc1ccc(CCNC(=O)c2cc3c(=O)n4cccc(C)c4nc3n(Cc3ccncc3)c2=N)cc1 | -20.1 | 1.6 |
| CCN(CC)S(=O)(=O)c1ccc(Cl)c(C(=O)Nc2nnc(C)s2)c1 | -14.2 | 1.3 |
| CN(C)c1ccc(-c2ccncc2)cc1 | -4.6 | 0.9 |
| COc1cccc(C(N)CC(=O)O)c1 (centres undefined) | -10.3 | 0.9 |
| COc1ccccc1C(=O)NCCc1nc2ccccc2n1C | -11.7 | 1.1 |
| Cc1cc(C)nc(-n2nc(C)cc2NC(=O)c2ccc3c(c2)OCO3)n1 | -15.8 | 0.9 |

Other results follow.
| SMILES | Mac1 fbg inh | PLAP activator |
| --- | --- | --- |
| Cc1cc(Cl)ccc1N=Cc1c(O)n(C)c(=O)n(C)c1=O | -13.1 | 1 |
| c1ccc(-c2ccccc2-n2cnnn2)cc1 | -15.0 | 1.1 |
| CCOc1nc(-c2ccc(OC)cc2)ccc1-c1noc(-c2ccncc2)n1 | 22.9 | 1 |
| CC(=O)c1c(C)nn(C(=O)N2CCOCC2)c1C | 6.2 | 0.9 |
| Clc1ccc(-c2nn3c(-c4ccccn4)nnc3s2)c(Cl)c1 | 3.5 | 1 |

Four compounds already listed, ordered by the value under PLAP activator, lowest first.
| SMILES | Mac1 fbg inh | PLAP activator |
| --- | --- | --- |
| CCOc1nc(-c2ccc(OC)cc2)ccc1-c1noc(-c2ccncc2)n1 | 22.9 | 1 |
| CCc1ccc(C2CC(c3cccc(OC)c3)n3nc(N)nc3N2)cc1 (centres undefined) | -51.1 | 1.4 |
| COc1ccc(CCNC(=O)c2cc3c(=O)n4cccc(C)c4nc3n(Cc3ccncc3)c2=N)cc1 | -20.1 | 1.6 |
| CCCc1nnc(NC(=O)c2c(O)c3c([nH]c2=O)CCCC3)s1 | 3.7 | 1.7 |
